Screens deposited in PubChem by several laboratories.
Yfh1-depleted yeast: enhancers of respiration in Yfh1-depleted yeast, dose response, Friedreich's ataxia, plus single-dose screen (AID 1465). fold induction at 50 µM; hits with a dose series show EC50 in µM. S. cerevisiae Yfh1-off respiration, WST-1 reduction, 72 h; higher fold induction means a stronger effect. hit rate 0.074% among 220,000;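 active = fold induction of absorbance versus untreated yeast above a set limit, then at least 30% activation at any dose in follow-up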;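 also: activators that raise dye reduction in frataxin-depleted yeast; strong numbers were not always called active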
HIV peptide binding: cell-free HIV fusion peptide-binding blockers – biochemical, uHTS, fluorescence dequenching, primary screen (AID 1986) | cell-free peptide binding, fluorescence dequenching, 30 min; higher % means a stronger effect | inhibition, % at 20 µM; hits with a dose series show IC50 in µM | hit rate 0.3% among 290,000; in the data active = inhibition mostly above about 52%, no sharp cut-off; inactive = mostly below about 76%; also: some results filed as inactive read as strong as hits
AID2073: inhibitors of Mint1-CaV2.2 protein interaction, biochemical, HTRF (AID 2073); HTRF protein-protein interaction, Mint1-CaV2.2; higher % means a stronger effect; inhibition, % at 20 µM, or IC50 in µM where a hit was titrated; hit rate 0.19% among 290,000; in the data active = inhibition mostly above about 51%, no sharp cut-off; also: some results filed as inactive read as strong as hits
An asterisk follows results filed as active; i = inactive; nt = no result given.

SMILES	Yfh1-depleted yeast	HIV peptide binding	AID2073
CN(C)CC/C=C1/c2ccccc2COc2ccc(CC(=O)O)cc21	i	nt	nt
CCC(C(=O)Nc1ccccc1N1CCCC1)c1ccccc1 (centres undefined)	nt	-2.4%	-3.7%
Cc1nc2c3ccccc3nc(NNC(=O)CCC(=O)N3CCN(c4ccccc4F)CC3)n2n1	nt	-1.8%	-8.2%

Molecules above with a carbonyl joined to an NH by a bond outside any ring (2):
SMILES	Yfh1-depleted yeast	HIV peptide binding	AID2073
CCC(C(=O)Nc1ccccc1N1CCCC1)c1ccccc1 (centres undefined)	nt	-2.4%	-3.7%
Cc1nc2c3ccccc3nc(NNC(=O)CCC(=O)N3CCN(c4ccccc4F)CC3)n2n1	nt	-1.8%	-8.2%

Quoted at random: two records from the list.
SMILES	Yfh1-depleted yeast	HIV peptide binding	AID2073
CCC(C(=O)Nc1ccccc1N1CCCC1)c1ccccc1 (centres undefined)	nt	-2.4%	-3.7%
CN(C)CC/C=C1/c2ccccc2COc2ccc(CC(=O)O)cc21	i	nt	nt

This is a subset; count on the stated rates, not on these rows.
